High-throughput results deposited in PubChem by Broad Institute.
PglD inh: inhibitors of Campylobacter jejuni PglD acetyltransferase. purified PglD enzyme, DTNB colorimetric CoA detection. inhibition, % at 12.5 µM. actives 0.098% (n = 360,000); in the data active = inhibition above about 16%, passing the limit was not always enough; note: strong numbers were not always called active
C2C12 statin: suppression of simvastatin myotoxicity. C2C12 myotubes + simvastatin, ATP luminescence, 48 h; scaled: DMSO 0, geranylgeraniol control 100. rescue of ATP level, % at 7.49 µM. actives 0.78% (n = 330,000). AID 602340;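 active = mean ATP rescue above about 67%, or every replicate alone reaching that limit, limit read from the data, passing the limit was not always enough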;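 note: myotubes were challenged with 10 µM simvastatin during compound exposure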
Starred values were filed as active, the others as inactive.

SMILES	PglD inh	C2C12 statin
Nc1c(C(=O)NCc2ccccc2)sc2nc(N3CCOCC3)c3c(c12)CCCC3	5	10
CC1=CC(c2ccc(Cl)cc2)n2nc(N3C(=O)CCC3=O)nc2N1 (stereo unspecified)	-159	-1
Cc1cccc(C(=O)OC(C)C(=O)NC(=O)NC2CCCCC2)c1O (stereo unspecified)	-1	0
O=C(COc1ccccc1Cl)N1CCCC1	5	-3
COc1ccc(-c2cc(C(F)(F)F)c3c(=O)n(-c4ccccc4)[nH]c3n2)cc1	4	14
CCOC(=O)N1CCN(C(=O)c2ccc(NC(=O)c3ccc(C)cc3)cc2)CC1	2	8
O=C(Nc1ccc2nc(-c3cccs3)c(-c3cccs3)nc2c1)NC1CC1	-12	3
c1coc(CNC2CCCCCCC2)c1	-1	4
O=C(Nc1cc(C(F)(F)F)ccc1-n1cncn1)c1ccc(-c2ccccc2)cc1	-3	-22
COc1ccc(C)cc1S(=O)(=O)Nc1cccc(Cl)c1	-5	38
COC(=O)c1cccc(NC(=O)c2ccco2)c1	3	1
Clc1cccc(Cl)c1CNC1CCCC1	6	12
Cc1c(C(=O)Oc2ccc(-c3cnc4ccccc4n3)cc2)cccc1[N+](=O)[O-]	-3	-1
CCOc1ccc(N2C(=O)C3C4C=CC(CC4)C3C2=O)c([N+](=O)[O-])c1 (stereo unspecified)	1	10
O=C(c1ccc(Cl)cc1)c1oc2ccccc2c1CS(=O)c1ccccc1 (stereo unspecified)	4	-9
CC1(C)Cc2nc3oc4c(N5CCOCC5)ncnc4c3cc2CO1	1	-12
CCOC(=O)c1c(C)[nH]c(O)c1C=Nc1ccc(Cl)cc1	-7	14
CSCCC(NC(=O)c1ccc(C)o1)C(=O)O (stereo unspecified)	-4	-14
Cc1cc(C)n(C(=O)CNc2ccccc2Cl)n1	-1	4
C/C=C(\C)CN1CCc2cc(OC)c(OC)cc2C1	2	2
C(#Cc1ccccc1)Cn1nnc2ccccc21	-2	-42
COc1ccc(CCCC(=O)NC2CCCCC2)cc1	-1	-9
N#Cc1c(C(F)(F)F)cc(-c2ccccc2)[nH]c1=O	5	2
O=C(Nc1ccc(N2CCCCC2)cc1)c1cncc(Br)c1	-2	-25
COc1nnc(-c2ccc(N3CCOCC3)c(NC(=O)c3ccc(C)cc3)c2)c2ccccc12	-2	-20
Cc1ccc(NC(=O)C(=O)NNC(=O)c2ccccc2C)cc1Cl	-1	-7
CNc1ccccc(-c2ccc3ccccc3n2)c1=O	-2	5
O=C(c1cccs1)n1nc(-c2ccccc2)nc1NCc1ccco1	4	4
COc1ccc2c(c1)c1ncn(CCCN3CCOCC3)c(=O)c1n2C	2	11
Cn1c(=O)c2c(nc(NCc3ccco3)n2CC(O)COc2ccccc2)n(C)c1=O (stereo unspecified)	-1	13
CCOc1c(CNCCN2CCOCC2)cccc1OC	-5	9
O=c1c2cc3c(cc2[nH]c(=S)n1CCN1CCOCC1)OCO3	-2	-8
O=C(O)C12CC3CC(C1)CC(n1ncc(N4CCN(c5ccccc5)CC4)c(Cl)c1=O)(C3)C2	0	-11
CC1CCC(=NNC(=O)Cc2ccccc2)CC1 (stereo unspecified)	1	-2
O=c1c2ccccc2nnn1CSc1nc2ccccc2c(=O)n1Cc1ccco1	2	-16
CN1CCN(S(=O)(=O)c2ccc(=O)[nH]c2)CC1	-1	9
CC(C)(Cc1nc2ccccc2[nH]1)C(=O)O	-5	-7
COc1ccc(OCC(=O)Nc2cccc(-c3nc4ccccc4o3)c2)cc1	-2	-2
COc1ccc(Nc2nc3ccccc3n3nnnc23)cc1	-4	-79
COc1ccc(S(=O)(=O)N(C)CC(=O)Nc2c(F)cccc2F)cc1	7	15
CCOC(=O)c1ccc(NC(=O)N2CC(C)OC(C)C2)cc1 (stereo unspecified)	6	14
COc1ccc(N=C2CCCN2CC(N)=O)cc1	-5	-9
COc1ccccc1CNC(=O)CCS(=O)(=O)c1cccs1	-1	1
CC1(C(=O)NC2CCCCCCC2)CC1(Cl)Cl (stereo unspecified)	-2	1
COc1ccc(S(=O)(=O)N2CCCCCC2)cc1	-3	-7
COc1ccc(S(=O)(=O)Nc2ccc(CC#N)cc2)cc1	-6	-6
COC(=O)c1sccc1NC(=O)/C=C\c1ccc(Cl)cc1Cl	1	-13
CCCCCOC(=O)CC(C(=O)OCCCCC)N1CCCCC1 (stereo unspecified)	5	-2
Cc1cnc(NC(=O)CN(C)S(=O)(=O)c2ccc(Cl)cc2)s1	-2	-13
CCOc1cc(NC(=O)CC(C)C)c(OCC)cc1NC(=O)CCn1nnc2ccccc21	-2	-40
CCOCCCNC(=O)c1ccc(N(C)S(=O)(=O)c2ccc(OC)cc2)cc1	-2	2
CCCN(CC1CC1)S(=O)(=O)c1ccc(-n2cnnn2)c(OC)c1	1	-8
O=S1(=O)N=C2CCCN2C(c2ccc(F)cc2)N1 (stereo unspecified)	0	-5
Cc1cc(C)c2nc(N)sc2c1	3	8
O=C(Nc1nc2ccccc2s1)c1cnccn1	-6	11
CC(C)(C)c1ccc(C(=O)CSc2n[nH]c(=O)[nH]c2=O)cc1	-4	-4
Cn1cnnc1Sc1nc2ccccc2nc1NS(=O)(=O)c1ccccc1	9	7
COc1cccc(CNCC(=O)N2C(C)CCCC2C)c1 (stereo unspecified)	0	9
N#Cc1ccc2ccn(CC(=O)NC3CCCCC3)c2c1	6	-1
c1nc(NCC2CCCO2)c2[nH]cnc2n1 (stereo unspecified)	0	-11
The listing continues.
SMILES	PglD inh	C2C12 statin
CCNC(=O)COC(=O)c1csc2c1CCCC2	1	7
COc1cc(NC(=O)c2cccs2)c(OC)cc1NC(=O)c1cccs1	-2	-7
COc1ccc(NC(=O)c2cncc(Br)c2)cc1S(=O)(=O)N1CCCCC1	0	-18
CC(=O)c1cccc(NC(=O)CN(c2ccc(C)cc2)S(=O)(=O)c2cccc3nonc23)c1	-3	25
Cc1cc(C)cc(NC(=O)Nc2ccc(S(=O)(=O)Nc3cc(C)on3)cc2)c1	1	9
Cc1cc2nn(-c3cccc4ccccc34)nc2cc1N	-4	-14
O=C(c1ccco1)N1CCN(C(=O)N2CCOCC2)CC1	3	6
CC(C)N(Cc1ccccc1)S(=O)(=O)N(C)C	-5	1
c1cn(CC2(Cn3ccnc3)COC2)cn1	-2	-27
Cn1nnnc1SCC(=O)N1c2ccccc2Sc2ccc(Cl)cc21	-7	-25
COc1cc(NC(=O)C2CCCO2)c(OC)cc1Cl (stereo unspecified)	12	-13
O=C1C(Cl)=C(N2CCCCC2)C(=O)N1c1ccccc1	-2	13
CCn1c(=O)c(C(=O)Nc2cccnc2)c(O)c2ccccc21	-1	0
O=S(=O)(NCC1CCCO1)c1cc(Cl)ccc1Br (stereo unspecified)	-6	4
O=C(N/N=C/c1cccs1)[C@H]1C[C@@H]1c1ccccc1	-7	4
C=CCNC(=O)C1CC(=O)N(c2ccc(Br)cc2)C1 (stereo unspecified)	-4	-17
Cn1cc(/C=N/NC(=O)c2cccc([N+](=O)[O-])c2)c2ccccc21	9	-10
CC(C)(C)NC(=O)C(=O)NNC(=O)C12CC3CC(CC(C3)C1)C2	-3	2
CC(C)(C)OC(=O)N1CCC[C@H]1c1nnc(SCc2ccccc2Cl)o1	7	4
Cc1ccc(-c2csc(N/N=C/c3ccco3)n2)c(C)c1	-1	4
CCOc1cc(NC(=S)Nc2cccc(OC)c2)c(OCC)cc1NC(=O)c1ccc(C)cc1	1	-8
CN(c1ccc(C(=O)NCc2ccncc2)cc1)S(C)(=O)=O	-10	8
COc1ccc(N(CC(=O)Nc2ccccc2C(=O)NCCc2ccccc2)S(C)(=O)=O)cc1OC	3	16
O=C(COC(=O)c1ccncc1)NC(=O)C1CCCCC1	-3	14
Cc1c(C(=O)NC(C)C)oc2c1-c1[nH]ncc1CC2	8	20
O=C(NCCc1ccccn1)c1cc(C(=O)C2CCCCC2)c[nH]1	-2	-9
O=C(CN1C(=O)C2C3C=CC(C3)C2C1=O)NCCc1ccccc1Cl (stereo unspecified)	5	-26
Cc1cnc(NC(=O)CSc2c(Cl)cccc2Cl)s1	-8	12
CC1CCN(C(=O)Cc2nn(C)c(=O)c3ccccc23)CC1	7	7
Cc1nc(SCC(=O)Nc2c(C)n(C)n(-c3ccccc3)c2=O)n[nH]1	-3	3
CCOC(=O)Cc1csc(SCC(=O)c2c(N)n(CC(C)C)c(=O)n(C)c2=O)n1	1	0
COc1ccc(-c2nc(C#N)c(NCCc3ccccc3)o2)cc1OC	-1	-13
Cc1c(-c2cccs2)[n+](=O)c2c(n1[O-])CCC2	0	21
CC1Cc2ccccc2N1C(=O)COC(=O)Cn1cnc2ccccc2c1=O (stereo unspecified)	0	4
CCOC(=O)c1ccc(N2C(=O)C(O)=C(C(C)=O)C2c2ccc(O)c(OC)c2)cc1 (stereo unspecified)	0	3
CCc1ccc(C(=O)/C=C/c2cnn(C)c2C)s1	-4	1
COc1ccc(S(=O)(=O)NCCC(=O)NCc2cccs2)cc1	-4	4
CCCCc1cc(=O)oc2cc(OCC(=O)N3CCc4ccccc43)ccc12	7	-47
c1ccc2c(SCc3cn4cccnc4n3)ncnc2c1	-3	6
COC(=O)c1c(-c2cccs2)csc1NC(=O)CN1CCOCC1	-3	-32
Cc1ccc(CNC(=O)CCS(=O)(=O)c2cc(Br)cc3c2N(C(=O)C2CC2)CC3)o1	-3	15
Cc1ccccc1CN1CCN(CC(=O)NCCCN2CCN(c3ccc(F)cc3)CC2)C1=O	-8	2
Nn1c(SCc2ccccc2)nnc1-c1ccccn1	0	3
Cc1cc(=O)c2cc(Br)ccc2[nH]1	5	6
COc1ccc(-c2cn[nH]c2N)cc1OC	-6	4
Cc1cc(-c2ccco2)n(CC(=O)O)n1	0	8
CC(C)(C)NC(=O)C1CCC(C)(C(=O)O)C1(C)C (stereo unspecified)	-2	-4
COc1cccc(CNCc2ccccn2)c1OC	-1	24
COc1ccc(OC)c(C2=NOC(C(=O)NCc3ccco3)C2)c1 (stereo unspecified)	-2	2
CC(Sc1ncnc2ccccc12)C(=O)Nc1ccc2c(c1)OCO2 (stereo unspecified)	2	18
Cc1ccc(CN2CCN(CC(=O)NCCCN3CCN(c4ccc(F)cc4)CC3)C2=O)cc1	-2	-23
Cc1cc(C)nc(NC(=O)c2cccc(Cl)c2)n1	-3	-3
CCc1c(O)nc(SCC(=O)Nc2ccccc2OC)[nH]c1=O	-2	-8
CCOC(=O)C1CCN(CC(O)COc2ccc(C(C)(C)C)cc2)CC1 (stereo unspecified)	-2	1
CCCCc1ccc(NC(=O)CSCc2cc(=O)[nH][nH]2)cc1	0	-4
O=C(CSC1=NCCN1)NC12CC3CC(CC(C3)C1)C2	-12	47
CCCS(=O)(=O)c1c(S(=O)(=O)CCC)c2c(C)cccn2c1C(N)=O	-3	-3
CCc1ccc(NC(=O)CN(c2cc(C)cc(C)c2)S(=O)(=O)c2c(C)[nH]c(=O)[nH]c2=O)cc1	14	8
Cc1cc(C)n(-c2cc(C)c(C)cc2Br)n1	2	-8
CCn1c(SCC(=O)N2CCCCC2)nnc1-c1ccc(S(=O)(=O)N2CCN(C)CC2)cc1	1	18
(more compounds)
SMILES	PglD inh	C2C12 statin
Cc1c(C(=O)CN2CCSCC2)c2ccccc2n1C	3	1
COCCCNC(=O)/C=C/c1cccc(Cl)c1	0	2
COC(=O)C1=C(C)N(Cc2ccc(C)cc2)C(=O)/C1=C\c1ccc(O)c(OC)c1	-4	7
CN(Cc1ccccc1)C(=O)CCC(=O)N(C)Cc1ccccc1	-3	2

Only part of the results is shown; rates above refer to the full screens.
